Screening results deposited in PubChem BioAssay by National Center for Advancing Translational Sciences (NCATS).
PLK1 PBD block: qHTS for Inhibitors of PLK1-PDB (polo-like kinase 1 - polo-box domain): Primary Screen | Serine/threonine-protein kinase PLK1 (Homo sapiens), P53350 | Plk1 PBD binding of FITC phosphopeptide, fluorescence polarization | Potency, µM, inactives show max response, negative = inhibition, actives largely listed as inhibitors | actives 2.8% (n = 360,000); further: potency means the concentration at half of the fitted maximal effect; series mostly up to about 57 µM; on the % scale 0 is the no-effect control and ±100 the full control effect; nearly all actives have a fitted effect of over 65% in size
WRN inhibitor: qHTS for Inhibitors of WRN Helicase; actives 0.46% (n = 360,000); Bifunctional 3'-5' exonuclease/ATP-dependent helicase WRN (Homo sapiens), Q14191; Potency, µM (top dose mostly 114 µM), for the others: at the top dose activity change, negative = inhibition, most hits filed as inhibitors; WRN helicase unwinding, fluorescent forked duplex, kinetic; further: potency means the concentration at half of the fitted maximal effect; on the % scale 0 is the no-effect control and ±100 the full control effect; nearly all actives have a fitted effect of over 55% in size
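Fluorescence dequenching readout, ex 525 nm/em 598 nm, kinetic mode: forked duplex DNA (100 nM final) with adjacent fluorophore and quencher unwound by WRN (20 nM final) with 2 mM ATP. Compound preincubation 15 min, room temperature.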
aSyn rescue: qHTS of alpha-syn Inhibitors | Yeast expressing alpha-synuclein, growth rescue, BacTiter-Glo, 24 h | Potency, µM (series often up to 46.1 µM), for the others: at the top dose growth rescue (activation), actives largely listed as activators | AID 652106, 2013 | actives 0.14% (n = 370,000); further: potency means the concentration at half of the fitted maximal effect; % of control where 0% means no effect; nearly all actives have a fitted effect of over 65% in size
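Rescue of yeast growth: cells expressing toxic alpha-synuclein, induced in galactose at OD600 0.02, incubated with compound 24 h at 30 C. ATP luminescence quantified growth; inhibitors of toxicity appear as activators.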
EPAC1 antag: qHTS for Antagonist of cAMP-regulated guanine nucleotide exchange factor 3 (EPAC1): primary screen | actives 0.14% (n = 360,000) | EPAC1 GEF assay, Rap1b-BODIPY-GDP exchange fluorescence | Potency, µM (titrated, usually from 115 µM), for inactives: at the highest dose activity change, negative = inhibition, most hits filed as inhibitors | AID 720709, 2013 | Rap guanine nucleotide exchange factor 3 (Homo sapiens), O95398;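 further: potency means the concentration at half of the fitted maximal effect; plate controls were vehicle for no effect and positive control for full effect; nearly all actives have a fitted effect of over 50% in size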
Target sequence (O95398 whole entry, looked up): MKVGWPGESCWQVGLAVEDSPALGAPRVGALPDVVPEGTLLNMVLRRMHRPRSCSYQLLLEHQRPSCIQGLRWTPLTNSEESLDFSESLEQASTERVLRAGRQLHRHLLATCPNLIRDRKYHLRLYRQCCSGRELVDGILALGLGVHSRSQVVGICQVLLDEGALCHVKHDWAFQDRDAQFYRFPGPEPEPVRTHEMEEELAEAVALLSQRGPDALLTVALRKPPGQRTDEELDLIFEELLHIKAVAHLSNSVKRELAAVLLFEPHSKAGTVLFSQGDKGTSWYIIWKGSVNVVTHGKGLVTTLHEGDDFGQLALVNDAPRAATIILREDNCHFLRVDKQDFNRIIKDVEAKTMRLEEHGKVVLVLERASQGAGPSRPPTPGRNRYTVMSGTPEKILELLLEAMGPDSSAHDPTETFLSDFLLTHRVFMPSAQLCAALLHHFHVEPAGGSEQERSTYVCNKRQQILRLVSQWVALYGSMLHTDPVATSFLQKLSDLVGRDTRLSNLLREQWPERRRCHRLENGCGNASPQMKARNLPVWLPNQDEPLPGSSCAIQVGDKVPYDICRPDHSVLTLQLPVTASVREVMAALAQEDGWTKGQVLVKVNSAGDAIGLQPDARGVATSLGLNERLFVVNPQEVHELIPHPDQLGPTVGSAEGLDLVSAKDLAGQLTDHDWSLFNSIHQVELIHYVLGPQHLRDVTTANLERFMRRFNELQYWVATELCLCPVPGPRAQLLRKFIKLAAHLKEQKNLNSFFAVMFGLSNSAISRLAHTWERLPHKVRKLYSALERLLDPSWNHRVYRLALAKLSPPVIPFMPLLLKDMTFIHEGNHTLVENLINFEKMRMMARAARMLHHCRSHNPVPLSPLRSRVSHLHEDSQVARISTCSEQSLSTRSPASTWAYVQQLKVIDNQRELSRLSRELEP
FUS yeast rescue: qHTS for Suppressors of FUS Proteinopathy: Primary screen using FUS-linked yeast assay | S. cerevisiae FUS-expressing, growth rescue, OD600, 24 h | Potency, µM (titrated, usually from 76.6 µM), for inactives: at the top dose growth rescue (activation), usual class: activators | actives 0.24% (n = 390,000) | AID 1347120, 2019;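 further: potency means the concentration at half of the fitted maximal effect; plate controls were DMSO vehicle for no effect and reference control for full effect; nearly all actives have a fitted effect of over 55% in size; some results filed as inactive show a strong effect at the top dose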
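Compound concentration series was pinned onto galactose-induced FUS-expressing yeast seeded at OD 0.005. Plates sat 24hr at 30C; absorbance at 600 nm gave growth. DMSO served as background control.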
PI5P4Ka inh: qHTS for Inhibitors of phosphatidylinositol 5-phosphate 4-kinase (PI5P4K). Phosphatidylinositol 5-phosphate 4-kinase type-2 alpha (Homo sapiens), P48426. PI5P4Kalpha enzyme, ADP-Glo luminescence, 60 min; active compounds read low. max response, %. actives 1.2% (n = 330,000); active means max response of -50% or lower; inconclusive means between -30% and -50%; inactive means -30% or higher; further: value at the top dose of about 77 µM; on the % scale 0 is the no-effect control and ±100 the full control effect
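ADP-Glo luminescence end-point after a 60 min room-temperature kinase reaction. PI5P4Kalpha and substrate in HEPES pH 7.4 buffer with EGTA, 0.1% CHAPS and 5% DMSO; ATP at 5 microM final.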
EPAC1 agonist: qHTS for Agonist of cAMP-regulated guanine nucleotide exchange factor 3 (EPAC1): primary screen; Rap guanine nucleotide exchange factor 3 (Homo sapiens), O95398; actives 0.073% (n = 360,000); Potency, µM (highest dose often 154 µM), for inactives: top-dose activation, most hits filed as activators; EPAC1 agonist qHTS, biochemical assay; response scale: 100% = response to 6.5 mM cAMP; further: potency means the concentration at half of the fitted maximal effect; nearly all actives have a fitted effect of over 60% in size
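Nucleotide exchange by EPAC1 (100 nM) on Rap1B–BODIPY-GDP (250 nM) in the presence of 50 uM GDP is tracked fluorescently at 480/540 nm over 30 min. Signals are normalized to a 6.5 mM cAMP control.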
IL2 activator: qHTS of IL-2 Activators | AID 652025, 2013 | activation, % (series mostly up to about 46 µM) | IL-2 activation reporter assay, cell-based qHTS; stimulated with anti-CD3/CD4/CD28 beads; in transgenic mouse T cells | actives 0.065% (n = 360,000); in the data active means activation above about 50%; inconclusive means mostly about 30% to 49%; further: 0% is about no effect
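First, unstimulated transgenic mouse T cells were exposed to compound for 60 min. Next, anti-CD3/anti-CD4-coated beads with anti-CD28 were added. Finally, after 18 h at 37 degrees C, EGFP and DsRed were imaged.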
Abeta yeast res: qHTS for compounds that reverse cellular toxicity of Amyloid beta (A-beta) peptide in yeast: Primary Screen; yeast expressing A-beta42, growth rescue, OD600, 48 h; response scale: 0% DMSO, 100% iron-clioquinol control; Potency, µM (top dose mostly 46.1 µM), for the others: at the highest dose growth rescue, most hits filed as activators; actives 0.063% (n = 410,000); further: potency means the concentration at half of the fitted maximal effect; nearly all actives have a fitted effect of over 55% in size
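Yeast A-beta toxicity model in growth medium with pinned compounds, 48 h at 30 C; growth read as absorbance at 600 nm. Normalized to FeCl3/clioquinol equimolar mix (positive) and DMSO (negative).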
An asterisk follows results filed as active; ? = inconclusive; / = not tested or not shown; [ ] = remark or other dose. Unless noted, the call rests on the fitted dose curve; in most records, active means well fitted curve in the direction sought with a large enough effect; inconclusive means small, poorly fitted or top-dose-only effect, or another doubt; inactive means no such curve, though single readings can be large; an effect the other way counts as inactive or inconclusive.

(1) CCC(C)(C)NC(=O)C(c1ccncc1)N(Cc1cccs1)C(=O)Cn1nnc2ccccc21 (configuration not stated)
(2) COc1cccc(OC)c1C(=O)N1CCN(Cc2cccnc2)CC1
(3) COc1ccc(NC(=O)c2c(C(F)(F)F)nn(C)c2Cl)cc1
(4) CCOc1cc2[nH]c(=S)n(CCCCC(=O)NCc3ccco3)c(=O)c2cc1OCC
(5) CC(C)C1(C2CCCC2)NC(=O)NC1=O (configuration not stated)
(6) O=C(CCN1CCOCC1)Nc1cccc(Br)c1
(7) C=C(C)Cn1c(N2CC(C)CC(C)C2)nc2c1c(=O)[nH]c(=O)n2C (configuration not stated)
(8) O=C(COc1ccc([N+](=O)[O-])cc1)N1CCc2ccccc2C1
assay / compound,1,2,3,4,5,6,7,8
PLK1 PBD block,-4%,-11%,-4%,-7%,-3%,0%,-7%,9%
WRN inhibitor,-9%,0%[57.1 µM],-6%,-4%,4%,0%,6%,1%
aSyn rescue,-4%,-2%,-3%,-2%,-2%,3%,-6%,2%
EPAC1 antag,24%,-18%,-2%,-1%,11%,5%,-4%,-12%
FUS yeast rescue,53%,10%,1%,17%,0%,-3%,-7%,6%
PI5P4Ka inh,1,3,2,/,4,-2,1,-5
EPAC1 agonist,2%,10%,-1%,4%,-2%,1%,2%,-8%
IL2 activator,-0.3,-1.8,0.8,1.9,0.1,-2.8,-1.4,-0.6
Abeta yeast res,-9%,-6%,-8%,12%,-8%,-2%,-22%,10%

(9) N/C(=N\OC(=O)C1CCCCC1)c1ccncc1
(10) CN(CC(=O)Nc1ccccc1Cl)C(=O)c1cc2c(s1)CCCCC2
(11) NC(=O)C(=O)NN=C1CCC(c2ccccc2)CC1 (configuration not stated)
(12) COc1nc(N(C)C)nc(N(OC)S(=O)(=O)c2ccccc2Cl)n1
(13) Cc1nccn1-c1ccc(C(F)(F)F)cc1[N+](=O)[O-]
(14) CC(=O)Nc1ccc(SCC(=O)c2c(N)n(Cc3ccccc3)c(=O)n(C)c2=O)cc1
(15) COc1ccc2c(c1)OC[C@H]1[C@H]2N2C(=O)CN(Cc3ccc(Cl)cc3)C(=O)[C@@]2(C)[C@H]1c1ccccc1
(16) CC(C)(C)OC(=O)NN1CC(=O)N2Cc3ccccc3C[C@@H]2C1=O
assay / compound,9,10,11,12,13,14,15,16
PLK1 PBD block,-7%,-6%,-2%,?,-3%,?,3%,1%
WRN inhibitor,9%[57.1 µM],-7%,-13%,-1%,-15%,-3%,-16%,-8%
aSyn rescue,-3%,-3%,-7%,4%,11%,1%,10%,0%
EPAC1 antag,0%,-10%,8%,-22%,-11%,-22%,-9%,11%
FUS yeast rescue,-10%,15%,/,-27%,17%,9%,28%,-15%
PI5P4Ka inh,1,2,-1,-2,3,2,2,6
EPAC1 agonist,-17%,14%,4%,3%,-3%,0%,-1%,-4%
IL2 activator,0.7,-4.6,-1.7,-2.0,0.3,0.7,0.6,-1.1
Abeta yeast res,1%,-33%[inhibitor],11%,12%,-13%,1%,1%,-8%

(17) COc1ccccc1-c1cc2nc(C)cc(C)n2n1
(18) CC(C)(C)OC(=O)N(Cc1ccccc1)Cc1ccccc1OCc1cccc(NC(=O)C2CCC2)c1
(19) CCC(C)NC(=O)C1CCN(c2nc(C)cc(C)n2)CC1 (configuration not stated)
(20) Cc1nnc(SC(C)C(=O)Nc2sc3c(c2C#N)CCCC3)[nH]c1=O (configuration not stated)
(21) CCOc1cccc2c1OC1(C)CC2NC(=O)N1c1cccc(F)c1 (configuration not stated)
(22) CCCCn1c(N)c(N(CC)C(=O)c2ccc(N3CCCC3=O)cc2)c(=O)[nH]c1=O
(23) CC(CC(=O)N1CCN(c2ccc(C(F)(F)F)cn2)CC1)n1ccnc1 (configuration not stated)
(24) COc1ccccc1NC(=O)C(C)N(C)CC(=O)Nc1cccc2ccccc12 (configuration not stated)
assay / compound,17,18,19,20,21,22,23,24
PLK1 PBD block,3%,1%,-2%,-13%,-3%,4%,-9%,2%
WRN inhibitor,-5%,-7%,-13%,?,-6%,10%,8%,-14%
aSyn rescue,2%,6%,-4%,0%,-2%,-4%,-1%,-3%
EPAC1 antag,1%,-15%,11%,8%,-11%,6%,-13%,-8%
FUS yeast rescue,18%,18%,19%,-1%,-6%,3%,9%,25%
PI5P4Ka inh,0,1,/,-15,8,4,4,0
EPAC1 agonist,1%,-4%,-1%,5%,1%,3%,3%,-3%
IL2 activator,1.0,-0.6,0.9,0.7,0.1,1.2,0.0,-0.8
Abeta yeast res,-4%,5%,-6%,-5%,20%,-3%,-19%,2%

Arranged by count of non-hydrogen atoms (smallest number first): three of the compounds above.
(21) CCOc1cccc2c1OC1(C)CC2NC(=O)N1c1cccc(F)c1 (configuration not stated)
(23) CC(CC(=O)N1CCN(c2ccc(C(F)(F)F)cn2)CC1)n1ccnc1 (configuration not stated)
(4) CCOc1cc2[nH]c(=S)n(CCCCC(=O)NCc3ccco3)c(=O)c2cc1OCC
assay / compound,21,23,4
PLK1 PBD block,-3%,-9%,-7%
WRN inhibitor,-6%,8%,-4%
aSyn rescue,-2%,-1%,-2%
EPAC1 antag,-11%,-13%,-1%
FUS yeast rescue,-6%,9%,17%
PI5P4Ka inh,8,4,/
EPAC1 agonist,1%,3%,4%
IL2 activator,0.1,0.0,1.9
Abeta yeast res,20%,-19%,12%

Continuation:
(25) COc1ccc(NC(=S)NCCc2c[nH]c3ccc(OC)cc23)c(OC)c1
(26) CCOC(=O)c1cc(/C(C)=N/OC(=O)c2ccc(Cl)cc2)on1
(27) Cn1c(=O)c2[nH]c(N3CCN(c4cccc(O)c4)CC3)nc2n(C)c1=O
(28) C=CCn1c(N)c(C(=O)Nc2ccc(C)c(C)c2)c2nc3ccccc3nc21
(29) CC1CCc2c(sc3ncnc(N4CCOCC4)c23)C1 (configuration not stated)
(30) O=c1[nH]c(CSc2ccccn2)nc2c1oc1ccccc12
(31) Cc1cccc(C)c1NC(=O)c1cccc2c1-c1ccccc1C2=O
(32) Cc1ccc(N/C(N)=N/c2nc(C)cc(C)n2)cc1
assay / compound,25,26,27,28,29,30,31,32
PLK1 PBD block,-21%,-18%,-1%,1%,-8%,4%,-8%,-9%
WRN inhibitor,-6%,-21%,9%,-4%,-4%,2%,-5%,44%[activator]
aSyn rescue,-2%,-3%,2%,7%,5%,10%,2%,-2%
EPAC1 antag,7%,-16%,-4%,-1%,4%,-10%,-2%,2%
FUS yeast rescue,1%,-8%,17%,3%,26%,1%,/,10%
PI5P4Ka inh,/,0,2,42,/,-2,3,1
EPAC1 agonist,15%,-4%,1%,-1%,9%,2%,-11%,9%
IL2 activator,-2.1,0.1,0.5,-3.7,-0.4,-0.6,-2.2,-0.5
Abeta yeast res,8%,-15%,6%,5%,29%,-9%,4%,3%

(33) O=C(c1ccco1)N1CCN(c2ccc(F)cc2)CC1
(34) O=C(CNC(=O)OCc1ccccc1)Oc1cc2oc(=O)cc(-c3ccccc3)c2cc1Cl
(35) O=C(NCCN1C(=O)S/C(=C/c2ccccc2)C1=O)C1CCCN1C(=O)c1cccs1 (configuration not stated)
(36) C[C@H](NS(=O)(=O)c1ccccc1F)C(=O)OCC(=O)N1CCc2ccccc21
(37) CC(=O)C1=C(C)NC(SCC(N)=O)=C(C#N)C1C (configuration not stated)
(38) CCc1cc(=O)oc2cc(C)cc(OCC(=O)NCc3ccccn3)c12
(39) CCS(=O)(=O)N1CCC(NC(=O)C(Cc2ccc(OC)c(OC)c2)NC(C)=O)CC1 (configuration not stated)
(40) N#Cc1cc(N)ccc1Sc1ccc(Cl)cc1
assay / compound,33,34,35,36,37,38,39,40
PLK1 PBD block,30µM*,?,-17%,5%,21µM*,-3%,1%,-7%
WRN inhibitor,9%,-6%,3%,-2%,-4%,-2%,-1%,-33%
aSyn rescue,2%,?,7%,8%,13%,-1%,-1%,18%
EPAC1 antag,-10%,-14%,4%,-3%,0%,17%,-6%,-24%
FUS yeast rescue,3%,13µM*,/,-7%,-14%,11%,-17%,-39%
PI5P4Ka inh,-18,/,1,-5,?,3,0,1
EPAC1 agonist,-4%,14%,4%,0%,3%,-1%,5%,23%
IL2 activator,0.8,1.0,1.4,0.0,-0.9,-0.4,2.4,-2.5
Abeta yeast res,-5%,22%,28%,17%,0%,0%,10%,27%[9.22 µM]

(41) Cc1c(Cl)cccc1-n1c(SCC(=O)NCc2ccccc2Cl)nnc1-c1ccncc1
(42) CCN(CC)CCCNC(=O)Cn1nc(-c2ccccc2)ccc1=O
(43) CCCc1cc(-c2nc(-c3ccc(Br)cc3)cs2)ccn1
(44) COCOCCn1cc(CN2CCS(=O)(=O)N(Cc3ccc(-c4ccc(Cl)cc4)cc3)C(C)C2=O)nn1 (configuration not stated)
(45) O=C(Nc1nc(-c2ccccc2)cs1)C1CCCCN1S(=O)(=O)c1ccc(Cl)cc1 (configuration not stated)
assay / compound,41,42,43,44,45
PLK1 PBD block,-1%,0%,2%,-5%,-13%
WRN inhibitor,-5%,3%,-11%,-5%,-13%
aSyn rescue,-20%,-4%,-12%,?,14%
EPAC1 antag,-2%,-1%,-7%,-1%,7%
FUS yeast rescue,?,11%,1%,?,26%
PI5P4Ka inh,/,/,26,4,/
EPAC1 agonist,6%,-3%,7%,6%,10%
IL2 activator,-2.1,-0.8,-0.3,-3.3,-0.1
Abeta yeast res,-4%,4%,-61%[inhibitor],2%,24%
